ERK EGF block = qHTS Assay for Inhibitors of the ERK Signaling Pathway using a Homogeneous Screening Assay; Stimulation with EGF. AID 1454, 2008. HEK293-V1b, EGF-stimulated phospho-ERK AlphaScreen. 130,000 tested, 0.41% active. Potency, µM (doses to about 11.5 µM), inactives show at the top dose activity change, negative = inhibition, hits mostly inhibitors; active = well fitted inhibition curve with a large enough effect; inconclusive = small, poorly fitted or top-dose-only effect, or effect the other way;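 also: plate controls were stimulated vehicle wells for no effect and unstimulated vehicle basal for full effect; nearly all actives have a fitted effect of over 55% in size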
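Concentration-response of compounds against EGF-driven ERK phosphorylation in V1b-expressing HEK293 cells; 30 min preincubation, 5 min EGF, AlphaScreen detection; Normalized to DMSO basal and 25 nM EGF.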
* = called active by the depositor; ? = inconclusive; [ ] = remark or other dose. Potency is read from the fitted curve at half-maximal effect. These rows are one share of the data. The share of hits here may be higher or lower than overall.

SMILES	ERK EGF block
CC(=O)Nc1ccc(-c2csc(NC(=O)C3CCN(S(=O)(=O)c4cccs4)CC3)n2)cc1	10.9%
CSc1nc(NC2CCCC2)c([N+](=O)[O-])c(NC2CCCC2)n1	-4.9%
CC(=O)Nc1ccc(S(=O)(=O)N(CCc2ccccc2)CC(=O)N/N=C/c2ccc(C(=O)O)cc2)cc1	-5.8%
COc1ccccc1N1CC(C)C(=O)NC1=S (stereo unspecified)	-3.4%
COc1ccc(C(=O)NC(=S)Nc2ccccc2[N+](=O)[O-])cc1OC	-6.6%
Cc1ccc(NS(=O)(=O)c2ccc(C(=O)OCC(=O)NCC3CCCO3)cc2)cc1 (stereo unspecified)	5.9%
COC(=O)c1ccc(NC(=S)NCCc2ccc(OC)cc2)cc1	-11.6%
C/C=C(/C)C(=O)OC1c2c(ccc3ccc(=O)oc23)OC(C)(C)C1OC(C)=O (stereo unspecified)	-0.9%
CCN1CCC(NC(=O)Nc2cc(Cl)ccc2OC)CC1	3.5%
COc1ccc(C)cc1N(C(=O)COc1ccccc1)c1nc2ccccc2s1	3.5%
Cc1ccnc(NC(c2ccsc2)c2ccc3ccc(C)nc3c2O)c1 (stereo unspecified)	31.6µM*
CSc1cccc(CN2CCC(CO)(Cc3ccccc3)CC2)c1	-6.1%
O=C1ON=C(c2ccccc2)/C1=C/c1ccco1	3.4%
COc1ncc2ncc(=O)n(Cc3cccs3)c2n1	-4.5%
CCC(C)NC(=O)c1ccccc1NC(=O)/C(=C/c1ccc(OC)cc1)c1ccccc1 (stereo unspecified)	-2.8%
Cc1ccc(-c2csc3ncnc(SCC(=O)O)c23)cc1	-13.7%[57.5 µM]
CCN(c1ccccc1)S(=O)(=O)c1ccc(Cl)c(NC(=O)Nc2ccc(Cl)cc2C#N)c1	5.7%
COc1ccc2c(c1)c(CC(=O)Nc1cccc(S(N)(=O)=O)c1)c(C)n2C(=O)c1ccc(Cl)cc1	7.2%[57.5 µM]
Cn1cnc2cc(NCc3cccs3)ccc21	-2.3%
COCC(=O)N1CCC2(CC1)CCN(c1ccc(-c3ccccc3)cc1)CC2	5.1%
CCc1nnc(NC(=O)C2Cc3ccccc3CN2S(=O)(=O)CC)s1 (stereo unspecified)	-19.5%
O=C(O)c1cccc(-c2ccc(/C=c3/sc4nc5ccccc5n4c3=O)o2)c1	-20.8%[57.5 µM]
COc1ccccc1NC(=O)Cn1nnc(-c2ccccc2NS(=O)(=O)c2ccccc2)n1	-9.4%
CCN(CC)S(=O)(=O)c1cc(NC(=O)COC(=O)c2ccc(NC(=O)CC#N)cc2)ccc1C	-0.2%
CC(C)c1ccc(NC(=S)NNC(=O)c2cccs2)cc1	-13.5%
O=C(CCS(=O)(=O)c1ccccc1)Nc1ccccc1F	-5.3%
COC(=O)[C@@]1(Cc2ccc(OC)cc2)[C@H]2c3cc(C(=O)N4CCCC4)n(CCF)c3C[C@H]2CN1C(=O)c1ccccc1	5.3%
CC12C=CC3(O1)C(C(=O)N1CCCOC13)C2C(=O)O (stereo unspecified)	27.6%
Cc1ccc(C(=O)NN(CCC(=O)NC(C)(C)C)C2=NS(=O)(=O)c3ccccc32)cc1	9.5%
COC(=O)c1cc(NC(=O)c2ccc(C)cc2)c(=O)oc1C	16.4%
Cc1ccc2nsnc2c1S(=O)(=O)NCc1ccc2c(c1)OCO2	-8.7%
Cn1c(N)c(C(=O)COC(=O)c2cc(C3CC3)nc3ccccc23)c(=O)n(C)c1=O	?
CCCCC(C)n1[nH]c(=O)c2c(C)cc(C)nc21 (stereo unspecified)	-7.9%[57.5 µM]
CCOC(=O)N1CCN(C(=O)c2ccccc2-c2ccccc2)CC1	0.0%
O=C(N/N=C1/CCc2ccccc21)C1CC1	-13.2%
O=C(CCCCl)OCc1cn(-c2ccc(Cl)cc2)nn1	-7.1%
Cc1c(C(=O)N2CCc3ccccc32)oc2ccccc12	8.9%
O=C(CCc1c[nH]c2ccccc12)N=Nc1c(O)[nH]c2ccccc12	-4.8%
O=C(CSC(=S)N1CCCCC1)Nc1ncc2c(n1)CC(c1ccco1)CC2=O (stereo unspecified)	9.0%[57.5 µM]
O=C(NCc1ccccc1Cl)C1CCCN(c2nc3ccsc3c(=O)s2)C1 (stereo unspecified)	-3.8%
Cc1cccc(S(=O)(=O)NCCC(=O)OCC(=O)Nc2ccc(C#N)cc2)c1	0.9%
Cc1ccnc(SCc2cn3c(C)cc(C)nc3n2)n1	-6.2%
COc1ccc(C2c3[nH]c4ccccc4c3CCN2CCCn2cccn2)c(F)c1 (stereo unspecified)	-4.6%[57.5 µM]
Cc1noc(-c2ccccc2)c1NC(=O)Nc1ccccc1	3.8%[57.5 µM]
Cc1cccc(C(=O)NCC(c2ccc(F)cc2)N2CCOCC2)c1 (stereo unspecified)	-7.8%
O=C(CN1C(=O)c2ccccc2C1=O)Nc1ccccc1C(=O)NC1CCCCCC1	5.7%
Cc1ccc(OCC(=O)N2CCOCC2)cc1C	3.1%
CN(c1cnn(-c2ccccc2)c(=O)c1Cl)n1cccc1	-3.9%[57.5 µM]
COCCNC(=O)c1cc(S(=O)(=O)N2CCOCC2)ccc1SCc1cccc(OC)c1OC	3.6%[57.5 µM]
CCN1CCC2(CC1)N=C(c1ccc(F)cc1)C(=S)N2	3.4%
CCOC(=O)Cn1nc(C)n(-c2ccc(F)cc2)c1=O	-0.3%
COc1cccc(C=NCC(C)N=Cc2cccc(OC)c2O)c1O (stereo unspecified)	7.9%
CC(SCc1ccccc1)C(=O)NCc1ccccn1 (stereo unspecified)	-3.2%
OCC1(CCc2ccccc2)CCN(Cc2ccc(OC(F)F)cc2)CC1	-8.6%
O=c1[nH]c2ccccc2c(O)c1-c1ccccc1[N+](=O)[O-]	0.8%
O=C(O)[C@@H]1[C@@H]2C[C@@H]2CN1c1ncccc1[N+](=O)[O-]	1.5%
CCOC(=O)Cn1c(=O)c2c(nc(Br)n2Cc2ccccc2Cl)n(C)c1=O	-6.2%
CC1(C)CC(=O)C2=C(C1)OC1OC(=O)CC21C (stereo unspecified)	-2.6%
Cc1cc(N/N=C/c2cccc(Cl)c2)nc(NCc2ccccc2)n1	-2.0%
COCCNC(=S)Nc1ccccc1Cc1ccccc1	-2.5%

Overlap with the part before: two compounds, followed by the next part.
SMILES	ERK EGF block
Cc1cc(N/N=C/c2cccc(Cl)c2)nc(NCc2ccccc2)n1	-2.0%
COCCNC(=S)Nc1ccccc1Cc1ccccc1	-2.5%
COc1ccc([C@@H]2C[C@H]3CN(c4ccccc4)C(=O)[C@]34CCCN24)c(OC)c1OC	0.7%
Nc1nc(Nc2ccccc2F)nc(NCCO)c1[N+](=O)[O-]	-5.5%[57.5 µM]
O=C(Nc1nnc(C2CC2)s1)c1n[nH]c(=O)c2ccccc12	5.5%[57.5 µM]
C=C1C(=O)[C@@]23[C@H](O)C[C@@H]4C(C)(C)CC[C@H](O)[C@]4(C)[C@@H]2C[C@H](O)[C@@H]1[C@H]3O	-18.6%
CC(NC=C1C(=O)OC(C)(C)OC1=O)C(=O)O (stereo unspecified)	-5.1%[57.5 µM]
[S-]C(=Nc1ccc(Cl)cc1)N[n+]1ccccc1	7.6%
O=C(CCCSc1ccccc1)Nc1nc(-c2ccco2)c(-c2ccco2)s1	-1.8%
Cc1ccccc1S(=O)(=O)/N=C(/Nc1c(C)n(C)n(-c2ccccc2)c1=O)c1ccccc1	1.3%
CC(C)C[C@H](NC(=O)c1nc[nH]c1C(=O)N1CCc2ccccc2C1)C(=O)OCc1ccccc1	-9.2%[57.5 µM]
Cn1c(NC(=O)c2ccc(F)cc2)c(-c2cccs2)c(=O)c2ccccc21	?
O=[N+]([O-])c1ccc(Cl)c(/C=N/n2c(-c3ccncc3)n[nH]c2=S)c1	38.9%[57.5 µM]
COc1ccc(Oc2nc3c(C)cccn3c(=O)c2/C=C(\C#N)C(N)=O)cc1	-4.4%[57.5 µM]
COC(=O)CCCC1=CC2=CC(=O)C(C)(OC(=O)c3ccco3)C(=O)C2=CO1 (stereo unspecified)	2.1%
C(=N\NC1=Nc2cccc3cccc1c23)/c1ccccc1	5.2%
CC(/C=C/c1ccccc1)=N/NC(=O)c1cccc(Br)c1	-12.8%
COC(=O)c1cc(=O)n(Cc2ccccc2)c(=NCc2ccccc2)s1	5.4%
CCCCC/C=N/NC(=O)c1[nH]c2ccc([N+](=O)[O-])cc2c1C	0.5%[57.5 µM]
O=C(c1cc(C(F)(F)F)cc(C(F)(F)F)c1)N1CCC2(CC1)CCN(c1ccccn1)CC2	13.8%
Cc1ccc2nc(Nc3ncc4c(n3)CC(C)(C)CC4=O)nc(C)c2c1	2.2%
CCOc1ccccc1NC(=O)C(=O)NCCC1=CCCCC1	7.6%
CC(Sc1ncnc2sccc12)C(=O)Nc1ccc(C(N)=O)cc1 (stereo unspecified)	-10.0%
COc1cc(CN2CCN(c3cccc(Cl)c3)CC2)cc(OC)c1OC	2.1%
Cc1nn2c3ccccc3n(CC(=O)c3cccs3)c2nc1=O	7.5%
CC(C)NC(=S)Nc1ccc(S(=O)(=O)Nc2ncccn2)cc1	-6.1%
COc1cc(/C=C2\CCOC2=O)cc(OC)c1OC	21.7%[57.5 µM]
COc1ccc(Cl)cc1NC(=O)CN1c2ccccc2CC1C (stereo unspecified)	5.2%
Nc1nnc(SCc2cn3cc(Cl)ccc3n2)s1	-1.3%
c1ccc(Cn2cc(CN3CCCCO3)c(-c3ccc4c(c3)OCO4)n2)cc1	16.0%[57.5 µM]
Cc1ccc(-c2nnc(NCc3nc4ccccc4[nH]3)c3ccccc23)cc1S(=O)(=O)N(C)C	-5.5%
COC(=O)c1cnc2c(c1C(=O)OC)c(=O)n(C)c(=O)n2C	3.9%
CCSc1nc(-c2cccs2)nc2ccccc12	-1.7%[57.5 µM]
COc1ccc(C2NC(=S)NC(C)=C2C(=O)Nc2ccccn2)cc1OC (stereo unspecified)	9.8%
N#CCSc1nnc(-c2cnccn2)n1Cc1ccccc1	4.9%
COC(=O)C1=C(C)Nc2nc3ccccc3n2C1c1cc(OC)c(OC)c(OC)c1 (stereo unspecified)	-8.9%[57.5 µM]
CCOC(=O)C1CCN(C(=O)C(C)Oc2ccc(Br)cc2)CC1 (stereo unspecified)	-8.6%
COCCN(C(=S)Nc1c(C)cccc1C)C(C)c1cccnc1 (stereo unspecified)	-1.7%
CCOc1ccccc1/C=N/Nc1nc2c(N)ncnc2n1[C@H]1O[C@@H](CO)[C@H](O)[C@@H]1O	2.9%[57.5 µM]
Cc1nccn1CCCNCc1c(C(=O)N2CCCCCCC2)nc2ccc(Cl)cn12	4.0%
COc1ccc(-c2nc3ccc(N4CCN(C)CC4)cc3c(=O)[nH]2)cc1	-3.2%
Cc1ccc(S(=O)(=O)N2CCC(=O)N(CCO)CC2)cc1	-2.7%
COc1cc(C2SCC(=O)N2CCc2ccc(OC)c(OC)c2)ccc1O (stereo unspecified)	-0.1%
O=C(c1ccccc1)c1ccc(OCCOCCN2CCN(Cc3ccccc3)CC2)cc1	1.6%
CCO[C@@H]1OC(C(=O)N2CCN(Cc3ccc4c(c3)OCO4)CC2)=C[C@H](c2ccc(C(F)(F)F)cc2)[C@H]1CCCO	-8.3%[57.5 µM]
COc1ccc(-c2cn(-c3ccc(OC)cc3)c(=S)[nH]2)cc1	7.7%
OCCN1CCN(c2ncnc3c2c(-c2ccccc2)cn3-c2ccc(Br)cc2)CC1	?
O=C(OCc1nc2ccccc2[n+]([O-])c1C(=O)c1ccccc1)c1cccs1	-3.1%
CC(C)(C)C(=O)Cn1c(NCCO)nc2ccccc21	-3.7%
CCCCN(C(=O)CCC(=O)Nc1cc(C)on1)C(C(=O)NC(C)(C)C)c1cccc(OC)c1OC (stereo unspecified)	4.7%
Cc1cc[n+](CC(=O)N2CCCc3ccccc32)cc1	8.4%
O=C(CSc1nc2ccccc2c(=O)n1-c1ccc(F)cc1F)Nc1ccc2c(c1)CCC2	24.9%
COc1ccc(NC(=O)CN(C)S(=O)(=O)c2cccc3nsnc23)cc1	-0.3%[57.5 µM]
NCCC[C@@H](CC(=O)N[C@@H]1CCNC[C@H]1C(=O)N[C@H](CC(=O)N[C@@H](CCC(=O)O)CC(=O)O)Cc1ccccc1)NC(=O)C[C@H](Cc1c[nH]c2ccccc12)NC(=O)[C@@H]1CCCC[C@H]1N	-2.7%
CCOC(=O)CCC(=O)Nc1ccc(S(=O)(=O)N2CCCCC2)cc1	-13.5%
Cc1nc2ccc(NC(=O)C3COc4ccccc4O3)cc2s1 (stereo unspecified)	1.5%[57.5 µM]

Compounds listed so far containing an NH in an aromatic ring, in the order listed:
SMILES	ERK EGF block
CCCCC(C)n1[nH]c(=O)c2c(C)cc(C)nc21 (stereo unspecified)	-7.9%[57.5 µM]
O=C(CCc1c[nH]c2ccccc12)N=Nc1c(O)[nH]c2ccccc12	-4.8%
COc1ccc(C2c3[nH]c4ccccc4c3CCN2CCCn2cccn2)c(F)c1 (stereo unspecified)	-4.6%[57.5 µM]
O=c1[nH]c2ccccc2c(O)c1-c1ccccc1[N+](=O)[O-]	0.8%
O=C(Nc1nnc(C2CC2)s1)c1n[nH]c(=O)c2ccccc12	5.5%[57.5 µM]
CC(C)C[C@H](NC(=O)c1nc[nH]c1C(=O)N1CCc2ccccc2C1)C(=O)OCc1ccccc1	-9.2%[57.5 µM]
O=[N+]([O-])c1ccc(Cl)c(/C=N/n2c(-c3ccncc3)n[nH]c2=S)c1	38.9%[57.5 µM]
CCCCC/C=N/NC(=O)c1[nH]c2ccc([N+](=O)[O-])cc2c1C	0.5%[57.5 µM]
Cc1ccc(-c2nnc(NCc3nc4ccccc4[nH]3)c3ccccc23)cc1S(=O)(=O)N(C)C	-5.5%
COc1ccc(-c2nc3ccc(N4CCN(C)CC4)cc3c(=O)[nH]2)cc1	-3.2%
COc1ccc(-c2cn(-c3ccc(OC)cc3)c(=S)[nH]2)cc1	7.7%
NCCC[C@@H](CC(=O)N[C@@H]1CCNC[C@H]1C(=O)N[C@H](CC(=O)N[C@@H](CCC(=O)O)CC(=O)O)Cc1ccccc1)NC(=O)C[C@H](Cc1c[nH]c2ccccc12)NC(=O)[C@@H]1CCCC[C@H]1N	-2.7%

Screening results deposited in PubChem by National Center for Advancing Translational Sciences (NCATS).
